Compound activity from PubChem.
BRCA1 expr act – activators of BRCA1 expression; 1.1% of 380,000 active; AID 624202; MCF7-BRCA1-FFLuc reporter, luminescence, 48 h; response scale: scaled: vehicle 0%, 10 µM genistein 100%; Potency, µM (titrated, usually from 46.1 µM), inactives show top-dose activation, hits mostly activators; active = well fitted activation curve with a large enough effect; inconclusive = small, poorly fitted or top-dose-only effect; inactive = no such curve, though single readings can be large or run the other way; note: nearly all actives have a fitted effect of over 80% in size; some results filed as inactive show a strong effect at the top dose
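Reporter cells (MCF7, BRCA1 promoter-firefly luciferase) received library compounds across a concentration series for 48 h. End-point luminescence was measured and concentration-effect curves derived after normalization.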
Numbers without * were called inactive; ? = inconclusive; [ ] = another dose, or the depositor's remark. Potency is the fitted concentration of half-maximal effect. The list is partial; the hit share may differ from the screen's.

SMILES	BRCA1 expr act
CCN(CC)C(=O)C1=C(C)N(CCCN2CCCC2=O)C(=O)C(CC(=O)NCc2cccc3ccccc23)C1 (configuration not stated)	-8%
CCc1c(N=O)c(-c2ccccc2)n(O)[n+]1[O-]	2%
Cc1cccnc1C1=NOC(Cc2ccccc2)C(=O)N1C (configuration not stated)	12%
NC(c1ccccc1)c1csc(NC(=O)Nc2ccccc2Oc2ccccc2)n1 (configuration not stated)	-23%
CCCCNC(=O)CNC(=O)c1nn(-c2ccc(OC)c(OC)c2)c(=O)c2ccccc12	-13%
Cc1ccc(NC(=O)CCC(=O)NN=Cc2ccc(C)o2)c(C)c1	6%
CC1=C(C(=O)N(C)C)CC(CC(=O)NCC2CCCCC2)C(=O)N1Cc1ccc(F)cc1 (configuration not stated)	12%
CC1(C)CC(=O)C=C(c2cn[nH]n2)C1	11%
CCCCc1c(-c2cccc(F)c2)ncn1CCc1ccccc1OC	-35%
Cc1cc(N2CCN(C)CC2)nc2ccc(NC(=O)CCC(=O)NCCC3=CCCCC3)cc12	-10%
C[C@@H]1CNC(=O)c2c(C(=O)NC3CCN(C(=O)OC(C)(C)C)CC3)ncn21	-1%
O=C(O)C1C(c2ccccc2)=C1c1ccc(Br)cc1 (configuration not stated)	-4%
O=C(Nc1ccccc1Cl)c1cc(C2CCCN(S(=O)(=O)c3cccs3)C2)on1 (configuration not stated)	12%
Cc1sc2ncnc(SCC(=O)NC3CCS(=O)(=O)C3)c2c1C (configuration not stated)	-6%
CC(=O)Nc1cccc(-c2ccnc3c2CC(C(=O)NCCc2ccccc2)O3)c1 (configuration not stated)	-4%
O=C(Nc1cccc([N+](=O)[O-])c1)c1ccc([N+](=O)[O-])o1	-90%[inhibitor]
COCC(O)Cn1ccnc1N=Nc1ccccc1 (configuration not stated)	16%
Cc1c(C(=O)NCc2cccc(C(F)(F)F)c2)sc(=O)n1Cc1ccccc1F	-10%
CCCNC(=O)C1(C)CCCN(Cc2ccccc2N(C)C)C1 (configuration not stated)	0%
COc1ccc(C(NC(=O)C2CCN(CCOc3ccc(F)cc3)CC2)c2cccs2)cc1 (configuration not stated)	0%

3 entries drawn at random from those above, as already listed:
SMILES	BRCA1 expr act
O=C(Nc1ccccc1Cl)c1cc(C2CCCN(S(=O)(=O)c3cccs3)C2)on1 (configuration not stated)	12%
COCC(O)Cn1ccnc1N=Nc1ccccc1 (configuration not stated)	16%
CC(=O)Nc1cccc(-c2ccnc3c2CC(C(=O)NCCc2ccccc2)O3)c1 (configuration not stated)	-4%

(further entries)
SMILES	BRCA1 expr act
CN(C)C1CN(Cc2cn(Cc3ccc(Cl)cc3)nn2)S(=O)(=O)C1 (configuration not stated)	20%
O=C(NCc1ccccc1OC(F)(F)F)C1CCC(=O)N(CCCN2CCOCC2)C1 (configuration not stated)	23%
CCC1(C2C=COC=C2)NC(=O)NC1=O (configuration not stated)	1%
Cc1cc(C)cc(C(O)c2ncc(-c3cccc(F)c3)[nH]2)c1 (configuration not stated)	-11%
CS(=O)(=O)c1ccc(C(=O)OCC(=O)NC(=O)NC2CCCCC2)cc1[N+](=O)[O-]	-20%
CCCCn1nnnc1C(c1ccccc1)N1CCN(c2ccc(C)cc2)CC1 (configuration not stated)	-3%
COc1ccc(S(=O)(=O)NC(=O)C2(C)CCN2C(=O)COc2ccc(Cl)cc2)cc1OC (configuration not stated)	1%
COc1ncccc1-c1cc2nc(NCCCN(C)C)n(C)c(=O)c2s1	-8%
COc1ccc(N2CCN(c3cc(C(=O)Nc4cc(OC)c(OC)c(OC)c4)ncn3)CC2)cc1OC	-16%
CCCC(=O)N1CCCC(c2cc(C(=O)NCc3ccccc3)no2)C1 (configuration not stated)	63%
O=S(=O)(O)c1cccc2cccnc12	0%
COc1ccc(OC)c(CN2C(=O)c3ccccc3C2c2nnnn2C(C)C)c1 (configuration not stated)	11%
CC(=O)NC(C)(c1ccccc1)c1nc(-c2cccc(C(F)(F)F)c2)cs1 (configuration not stated)	0%
O=C(O)c1cc2ccccc2c2c1C(=O)c1ccccc1-2	-11%
Cc1ccc(F)cc1NC(=O)C1CC(=O)N(Cc2ccccc2)C1 (configuration not stated)	-11%
O=C(c1cc(C2CC2)nn1-c1ccccc1)N1CCN(S(=O)(=O)c2ccc(F)cc2)CC1	6%
COc1c(C)cc(C(O)c2ncc(-c3cccc(C(F)(F)F)c3)[nH]2)cc1C (configuration not stated)	-61%
COc1cccc(NC(=O)c2ccc3nc(C)c(N(C)Cc4ccc(NC(C)=O)cc4)n3c2)c1	8%
FC(F)(F)c1ccccc1Cc1c(-c2cccc(Cl)c2)nc2ccc(Cl)cn12	26%
CC1=C(C(=O)N2CCOCC2)CC(CC(=O)NC2CC2)C(=O)N1Cc1ccccc1 (configuration not stated)	0%
COc1cccc(C(=O)c2ccccc2NC(C)=O)c1	-4%
Cc1cc(C)n2c(Nc3ccc4c(c3)OCCO4)c(-c3cc4ccccc4o3)nc2n1	6%
CCOCc1nc(N)nc(N)c1-c1cccc(Cl)c1	-1%
COC(=O)[C@]12CCCCC=C1N(Cc1cccc3ccccc13)C(=O)[C@H](CC(=O)N1CCC(c3ccccc3)CC1)C2	-38%
O=C(/C=C/[C@H]1O[C@@H](n2ccc(=O)[nH]c2=O)[C@H](O)[C@@H]1O)NCCc1c[nH]c2ccccc12	13%
CCCOc1ccc(F)cc1-c1cc(C(=O)Nc2ccc(C)c(NS(C)(=O)=O)c2)[nH]n1	-75%[inhibitor]
Cc1ccc(F)cc1C(=O)N1CCCCC1c1cc(C(=O)Nc2ccccc2)no1 (configuration not stated)	1%
CC(OC(=O)C1=COCCO1)C(=O)NC1CCCCC1 (configuration not stated)	3%
COc1ccc(C=C2SC(=S)N(CCCC(=O)Nc3ccc(C(=O)O)c(O)c3)C2=O)cc1OC	-7%
O=C(OCc1ccccc1)N1CCC2CC1c1cc(N3CCNCC3)ccc12 (configuration not stated)	23%
COc1ccc(NC(=O)C2(C)Cc3c(-c4ccc5c(c4)OCO5)ccnc3O2)cc1 (configuration not stated)	0%
CN(C)CCN1CCN(C2CN(Cc3cn(Cc4ccccc4)nn3)S(=O)(=O)C2)CC1 (configuration not stated)	12%
CCOC(=O)C1CCCN(C(=O)c2cc(C)oc2C)CC1 (configuration not stated)	3%
CCN(CC)c1ncnc2c1ncn2[C@H]1CN(Cc2cccs2)C[C@@H](CO)O1	-9%
O=C(NCCc1c[nH]c2ccccc12)c1[nH]c(C(F)(F)F)nc1-c1ccccc1	0%
OC(Cc1ccccc1)c1ncc(-c2ccc(Cl)cc2)[nH]1 (configuration not stated)	-14%
COc1ccc(NC(=O)C2(C)Cc3c(-c4ccccc4)ccnc3O2)cn1 (configuration not stated)	-30%
CC(=O)Nc1cccc(-c2ccnc3c2CC(C)(C(=O)Nc2ccccc2)O3)c1 (configuration not stated)	0%
O=C(CCCN1C(=O)C(c2ccccc2)Oc2cccnc21)Nc1ccccc1Br (configuration not stated)	-4%
CC(C)CN1CCC1(C)C(=O)Nc1cccc(C#N)c1 (configuration not stated)	4%
COc1ccccc1-c1n[nH]nc1C1=CC(=O)CC(C)(C)C1	2%
CC(=O)C1=C(O)C2(C)c3c(O)c(C)c(O)c(C(C)=O)c3OC2CC1=O (configuration not stated)	-58%
O=C1CSC(=S)N1Cc1ccccc1	-42%
CCCS(=O)(=O)NC(=O)C1(C)CCN(C(=O)c2ccnc(Cl)c2)C1 (configuration not stated)	7%
Cc1ccc2nc(-c3ccc(Cl)cc3)c(Cc3ccccc3C(F)(F)F)n2c1	?
COc1cc(-c2coc3c(C(=O)NCc4ccccc4)cccc23)ccc1O	-2%
C[C@@H]1CN([C@@H](C)CO)C(=O)c2cc(NC(=O)C3CCCCC3)ccc2O[C@@H](C)CCCCO[C@H]1CN(C)S(=O)(=O)c1ccc(Cl)cc1	-12%
O=C(Nc1ccccc1)C1Cc2c(-c3ccc(Cl)cc3)ccnc2O1 (configuration not stated)	-6%
C[C@@H]1CN([C@@H](C)CO)C(=O)CCCn2nncc2CO[C@H]1CN(C)Cc1ccccc1	-5%
CN(C)c1ccc(C=O)cc1	5%

(cont.)
SMILES	BRCA1 expr act
CN1CCN(c2ccc(CNC(=O)C3Cc4c(-c5cccc(F)c5)ccnc4O3)cc2)CC1 (configuration not stated)	-14%
c1coc(-c2nc(N=C3N=c4ccccc4=N3)[nH]c2-c2ccco2)c1	-28%
Cc1ccc2c(c1)CCCO[C@]21O[C@H](CCO)C[C@H](O)[C@H]1O	18%
CCCn1c(CC)nc([N+](=O)[O-])c1Sc1ncn[nH]1	11%
C[C@H](O)[C@@H]1C(=O)N2CCc3c([nH]c4ccccc34)[C@@H]2C[C@@H]1N(C)Cc1ccc(Cl)cc1	-22%
Cc1nc(C(F)(F)F)ccc1C(=O)N1CCCC(C)(C(=O)O)C1 (configuration not stated)	12%
Cc1ccccc1-c1ccc2c(c1)O[C@@H](CN(C)C(=O)Nc1ccc(C(F)(F)F)cc1)[C@H](C)CN([C@@H](C)CO)S2(=O)=O	0%
CCCCCCCCCC[n+]1cc(Br)cc(Br)c1	-79%
Brc1ccc(C=C2C=c3ccccc3=C2)cc1	10%
CNC(=O)C[C@@H]1C(=O)N(c2ccc(Br)cc2)CC1(C)C	8%
C[C@H](CO)N1C[C@H](C)[C@H](CN(C)C(=O)c2ccccn2)Oc2ncc(Br)cc2C1=O	5%
C[C@@H]1CN([C@@H](C)CO)C(=O)c2c(c3ccccc3n2C)-c2ccccc2CO[C@H]1CN(C)C(=O)[C@H](Cc1ccccc1)N(C)C	-11%
CC1(C(=O)Nc2ccc(Cl)c(C(F)(F)F)c2)Cc2c(-c3ccc4c(c3)OCO4)ccnc2O1 (configuration not stated)	-36%
Cc1cccc(-c2cnc(C(O)c3cc(C)cc(C)c3)[nH]2)c1 (configuration not stated)	-2%
CCCC(=O)N1CCCC1(C)C(=O)Nc1cc(OC)ccc1OC (configuration not stated)	12%
CC1=C(C(=O)N2CCOCC2)CC(CC(=O)NCCCCc2ccccc2)C(=O)N1Cc1ccc(F)cc1 (configuration not stated)	0%
CCOC(=O)C1(C)CCN1C(=O)c1ccc(C(=O)OC)cc1 (configuration not stated)	12%
O=C(NCC1CC1)C1Cc2c(-c3cccc(F)c3)ccnc2O1 (configuration not stated)	1%
CC(C)CN(C(=O)COC(=O)c1cccs1)c1c(N)n(Cc2ccccc2)c(=O)[nH]c1=O	-10%
O=C(CCNC(=O)N1CC(=O)Nc2ccccc21)NCCc1ccc(Cl)cc1	-4%
O=S(=O)(Cc1ccccc1)C(c1ccccc1)S(=O)(=O)Cc1ccccc1	2%
O=C(c1cc(Br)ccc1O)N(Cc1ccco1)Cc1cccs1	-9%
COc1ccc(C(CNC(=O)c2ccc(-c3ccccc3Cl)o2)N2CCCC2)cc1 (configuration not stated)	-9%
Cc1ccc(Cn2c(C)c(C(=O)NCc3ccc(Cl)c(Cl)c3)sc2=O)cc1	-38%
COC(=O)[C@@]1(Cc2ccc(F)cc2)[C@H]2c3cc(C(=O)N(C)C)n(Cc4cc(F)cc5c4OCOC5)c3C[C@H]2CN1C(=O)c1ccccc1	-25%
Cc1ccc2[nH]c(=O)c(CN(CCO)C(=O)N(C)C)cc2c1	7%
CC1(C)CCc2cc(O)ccc2O1	0%
CCN(CC)S(=O)(=O)c1ccc(N2CCOCC2)c(NS(=O)(=O)c2ccc(Cl)s2)c1	-15%
CC(N)c1csc(Nc2ccc(S(C)(=O)=O)cc2)n1 (configuration not stated)	-4%
COc1ccc(CC(N)c2csc(NC(=O)C(c3ccccc3)c3ccccc3)n2)cc1 (configuration not stated)	-16%

12 structures out of the list, arranged by heavy-atom count, lowest first.
SMILES	BRCA1 expr act
CC1(C)CCc2cc(O)ccc2O1	0%
CC(N)c1csc(Nc2ccc(S(C)(=O)=O)cc2)n1 (configuration not stated)	-4%
CCOC(=O)C1(C)CCN1C(=O)c1ccc(C(=O)OC)cc1 (configuration not stated)	12%
O=C(c1cc(Br)ccc1O)N(Cc1ccco1)Cc1cccs1	-9%
CCCC(=O)N1CCCC1(C)C(=O)Nc1cc(OC)ccc1OC (configuration not stated)	12%
Cc1ccc(Cn2c(C)c(C(=O)NCc3ccc(Cl)c(Cl)c3)sc2=O)cc1	-38%
O=C(CCNC(=O)N1CC(=O)Nc2ccccc21)NCCc1ccc(Cl)cc1	-4%
CCN(CC)S(=O)(=O)c1ccc(N2CCOCC2)c(NS(=O)(=O)c2ccc(Cl)s2)c1	-15%
CC(C)CN(C(=O)COC(=O)c1cccs1)c1c(N)n(Cc2ccccc2)c(=O)[nH]c1=O	-10%
CC1(C(=O)Nc2ccc(Cl)c(C(F)(F)F)c2)Cc2c(-c3ccc4c(c3)OCO4)ccnc2O1 (configuration not stated)	-36%
CC1=C(C(=O)N2CCOCC2)CC(CC(=O)NCCCCc2ccccc2)C(=O)N1Cc1ccc(F)cc1 (configuration not stated)	0%
COC(=O)[C@@]1(Cc2ccc(F)cc2)[C@H]2c3cc(C(=O)N(C)C)n(Cc4cc(F)cc5c4OCOC5)c3C[C@H]2CN1C(=O)c1ccccc1	-25%

Other results follow.
SMILES	BRCA1 expr act
Cc1cc(C)c(S(=O)(=O)N2C[C@H]3CON(C)[C@H]3C[C@H]2c2ccc(N3CCCCC3)cc2)c(C)c1	6%
Cc1cccc(C)c1-n1nnnc1C(c1cc2ccccc2o1)N1CCN(C/C=C/c2ccccc2)CC1 (configuration not stated)	-15%
COCCNc1ncnc2c1ncn2[C@H]1CN(Cc2ccc3c(c2)OCO3)C[C@@H](CO)O1	8%
Cc1ccc(-c2nc3c(Cl)cc(C(F)(F)F)cn3c2Cc2ccccc2C(F)(F)F)cc1	-1%
Cc1ccc2nc(C3CCCCC3)c(Cc3cccc(F)c3)n2c1	18%
CC(=O)c1cccc(NC(=O)C2Cc3c(-c4ccc5c(c4)OCO5)ccnc3O2)c1 (configuration not stated)	-30%
